# Source: PubChem BioAssay (Sanford-Burnham Center for Chemical Genomics)
# APJ agonist: agonists of human APJ apelin receptor | hit rate 0.11% among 330,000 | CHO-K1 APJ PathHunter beta-arrestin, luminescence; 0% DMSO wells, 100% apelin | activation, % at 20 µM | P35414;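 active = activation more than six SD over the plate average, tested at 20 µM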;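 note: 0% = DMSO alone and 100% = apelin-13 at 10 nM; some results filed as inactive read as strong as hits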
#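 Assay system: engineered CHO-K1 APJ arrestin reporter cells; Amount: 1000 CHO-K1 reporter cells seeded per well; Dosing: one dose, 20 µM compound, 1% DMSO; Times: compound stimulation 90 min at 25 °C, detection 60 min; Measured by: luminescent beta-gal fragment complementation, chemiluminescent substrate; Read-out: APJ–arrestin association signal; Controls: DMSO vs Apelin-13 10 nM.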
# Mdm2-MdmX inh: disrupts the human Mdm2-MdmX interaction; SaOS-2 split-luciferase Mdm2/MdmX complementation, luminescence; inhibition, % at 8 µM; hit rate 3% among 330,000;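 active = inhibition of at least 50% at 8 µM in the primary screen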
# Target sequence (O15151 whole entry, looked up): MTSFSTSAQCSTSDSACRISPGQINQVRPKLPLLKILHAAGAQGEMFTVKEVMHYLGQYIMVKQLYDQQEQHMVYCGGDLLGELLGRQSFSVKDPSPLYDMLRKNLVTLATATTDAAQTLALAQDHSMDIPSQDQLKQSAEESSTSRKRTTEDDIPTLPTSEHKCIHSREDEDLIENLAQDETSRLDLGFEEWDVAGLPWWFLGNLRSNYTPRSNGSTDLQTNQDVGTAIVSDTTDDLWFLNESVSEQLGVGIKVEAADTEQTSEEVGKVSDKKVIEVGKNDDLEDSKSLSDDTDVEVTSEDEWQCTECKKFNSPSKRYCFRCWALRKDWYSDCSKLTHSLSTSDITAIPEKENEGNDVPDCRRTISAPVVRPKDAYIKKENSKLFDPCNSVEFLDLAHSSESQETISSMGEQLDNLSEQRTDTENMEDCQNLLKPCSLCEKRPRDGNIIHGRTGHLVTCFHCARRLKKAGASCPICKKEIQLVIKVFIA
# Target sequence (Q00987 whole entry, looked up): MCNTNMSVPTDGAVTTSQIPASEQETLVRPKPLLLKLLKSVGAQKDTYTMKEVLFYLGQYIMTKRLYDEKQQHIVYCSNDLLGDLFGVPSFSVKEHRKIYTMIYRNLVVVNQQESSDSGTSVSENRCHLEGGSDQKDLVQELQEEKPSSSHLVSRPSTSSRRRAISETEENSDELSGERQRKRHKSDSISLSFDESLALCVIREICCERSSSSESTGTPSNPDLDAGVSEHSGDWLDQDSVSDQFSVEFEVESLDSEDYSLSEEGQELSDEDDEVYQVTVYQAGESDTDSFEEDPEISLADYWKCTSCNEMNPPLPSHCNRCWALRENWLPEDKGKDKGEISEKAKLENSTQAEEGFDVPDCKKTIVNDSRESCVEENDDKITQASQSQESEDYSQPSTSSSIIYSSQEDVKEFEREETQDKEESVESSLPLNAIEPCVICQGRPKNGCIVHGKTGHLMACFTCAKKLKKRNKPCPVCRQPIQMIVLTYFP
# tim10-1 inh: tim10-1 yeast growth inhibition; S. cerevisiae tim10-1 ts strain growth, BacTiter-Glo, 24 h; inhibition, % at 20 µM; hit rate 2.2% among 330,000;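 active = inhibition of at least 40%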;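 note: mutant grown at 25 °C; 0% = DMSO wells with yeast and 100% = wells holding no yeast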
# NLRP3 yeast inh: NALP3 inhibition in yeast; Yeast reconstituted NLRP3/ASC/caspase-1, beta-gal luminescence, 24 h; hit rate 0.39% among 330,000; inhibition, % at 10 µM;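 active = inhibition of 50% or more; inactive = inhibition below 50%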;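 note: plate controls were induced DMSO wells for no effect and uninduced yeast grown without galactose for full effect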
# XBP1 UPR activ: adaptive UPR (XBP1) activation; CHO-XBP1 luciferase reporter, IRE1-XBP1 UPR activation, luminescence; percent of tunicamycin response, DMSO as zero; activation, % at 20 µM; hit rate 0.33% among 330,000;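 active = versus positive control, 20 µM dose yields 30% or more activation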;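 note: 100% = tunicamycin at 10 µg/mL and 0% = DMSO only wells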
#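 Assay system: IRE1-XBP1 luciferase reporter CHO line. Input: 1000 cells/well. Buffer or medium: F12 with 10% serum. Doses: 20 µM, 1% DMSO. Times: overnight seeding at 37 °C, 6 h compound treatment at 37 °C. Technique: Steady-Glo luciferase glow luminescence, 10 min after reagent addition.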
# GRIN3A LBD mod: NR3A (human) ligand-binding domain modulation; NR3A LBD differential scanning fluorimetry, Tm shift; 0% = protein alone, 100% = glycine-bound protein; Tm shift relative to glycine control, % at 25 µM; hit rate 2.5% among 340,000; AID 1259313;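 active = melting temperature shift of at least 10% of the positive control shift, at one fixed dose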
# TIM10 inh: growth inhibitors of TIM10 yeast strain | S. cerevisiae TIM10 strain growth, BacTiter-Glo luminescence, 24 h | inhibition, % at 10 µM | hit rate 1.4% among 330,000 | AID 463195;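 active = inhibition of 40% or more at the single tested concentration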;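 note: wild-type TIM10 isogenic control strain grown at permissive 25 °C; 0% = DMSO yeast wells and 100% = minimal medium wells without yeast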
# tim23-1 inh: growth inhibitors of tim23-1 mutant yeast. S. cerevisiae tim23-1 growth, BacTiter-Glo luminescence, 24 h. AID 463212. inhibition, % at 20 µM. hit rate 1.3% among 330,000;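 active = growth inhibition of the mutant yeast at or above 50%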;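 note: temperature-sensitive mutant grown at 25 °C; plate controls were DMSO-treated mutant yeast for no effect and medium wells lacking yeast for full effect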
# CHOP UPR activ: apoptotic UPR (CHOP) activation; CHO-CHOP luciferase reporter, luminescence; percent of tunicamycin response over DMSO baseline; activation, % at 10 µM; hit rate 0.34% among 330,000; AID 449763;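 active = at 10 µM dose, activation of 40% or more, normalized to positive control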;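 note: 100% = tunicamycin at 10 µg/mL and 0% = DMSO alone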
#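 Test system: CHO CHOP reporter cells. Input: 500 CHO-CHOP cells per well. Medium: F12 with 10% FBS. Technique: luciferase luminescence. Measure: percent activation relative to tunicamycin control. Dosing: 10 µM compound, 0.5% DMSO. Timing: 16-18 h cell attachment, then 6 h compound exposure, 37 °C.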
# * = called active by the depositor.
SMILES,APJ agonist,Mdm2-MdmX inh,tim10-1 inh,NLRP3 yeast inh,XBP1 UPR activ,GRIN3A LBD mod,TIM10 inh,tim23-1 inh,CHOP UPR activ
CC(=O)C1=C(O)C(=O)N(Cc2ccccc2)C1c1ccc(F)cc1 (stereo not given),-1,12,-9,9,-1,-1,-2,-10,0.0
COc1ccc(NS(=O)(=O)NC(=O)c2c(C)n(C)c3ccccc23)cc1,0,3,-1,22,-3,-1,1,9,-0.7
COc1cc(OC)cc(C(=O)NCC(=O)N2CCN(c3ccc(O)cc3)CC2)c1,6,-5,11,-7,0,0,0,15,-1.5
COc1ccc(C2=NOC(C(=O)N3CCOCC3)C2)cc1OC (stereo not given),2,10,6,8,-2,-4,2,13,-1.3
CCn1nnc(NC(=O)c2ccco2)n1,-4,38,-1,14,2,2,6,-4,-1.0
CC(=O)c1c(C)n(CC(=O)NCc2ccco2)c2ccccc12,2,-10,5,7,-3,-1,-14,3,-1.0
Cc1ccc(C(=O)N2CCN(S(=O)(=O)c3ccc(Br)cc3)CC2)o1,0,-14,1,13,-5,-1,9,27,0.3
COc1ccc(/C=C/C(=O)NNc2cc(=O)n(C)c(=O)n2C)cc1OC,1,-16,-6,3,2,-1,-8,19,0.0
Cc1ccc(S(=O)(=O)N2CCOCC2)cc1C(=O)OCC(=O)NCCc1ccc(F)cc1,0,21,-3,15,0,0,0,14,1.8
Brc1cccc(CNCc2cccs2)c1,0,13,1,5,0,-2,5,24,2.1
CCOC(=O)CN(C(=O)CSc1nnc(-c2ccncc2)n1CCCOC)c1ccccc1,-2,4,13,11,-1,1,-21,0,1.4
COc1ccc(/C=N/n2cnnc2SCc2ccccc2)cc1,1,25,29,-13,-3,-2,22,31,-0.9
C/C(CC(C)C)=N\NC(=O)Nc1ccccc1,-4,13,11,1,4,-2,6,3,0.7
COc1cc(C(=O)Nc2ccc3c(c2)C(=O)N(CCC(=O)O)C3=O)cc(OC)c1OC,1,10,-10,13,-6,0,1,2,-1.1
O=C(NC(=S)Nc1cc(-c2nc3ccccc3[nH]2)ccc1Cl)c1ccc2c(c1)OCO2,-1,101*,1,11,96*,18*,14,-5,19
O=C(COc1nsnc1N1CCOCC1)Nc1ccc(Br)cc1,-1,18,1,8,1,-1,2,-1,0.1
COc1ccccc1NC(=O)Nc1nc(CC(=O)Nc2ccccc2F)cs1,-4,10,3,11,-4,28*,-5,5,-0.2
COc1ccc(N2CCN(C(=O)c3ccc(COc4ccc([N+](=O)[O-])cc4)o3)CC2)cc1,1,35,27,44,-6,3,14,25,2.1
O=c1[nH]c(CSc2nnc(COc3ccccc3)n2-c2ccccc2)nc2ccccc12,4,7,26,-31,-6,-2,14,24,0.5
CCCOc1c(OC)cc(Cl)cc1C1NC(=O)NC(C)=C1C(=O)NCc1ccccc1 (stereo not given),-4,-22,23,9,-1,0,8,-2,-1.5
CCOC(=O)/C(=N\Nc1ccccc1Cl)N1CCN(c2ccccc2OC)CC1,-6,11,-4,20,0,-14,-31,18,1.2
CN(C)c1nnnn1Cc1ccc(Cl)cc1Cl,-4,1,2,11,1,-1,-4,2,-3.0
CN(Cc1ccccc1Cl)C(=O)C1CCC(=O)N(CCc2cccc(F)c2)C1 (stereo not given),1,20,0,9,-3,2,-9,-7,1.8
C=CCn1c(NC(C)c2cc(Cl)ccc2O)nc2ccccc21 (stereo not given),-1,22,36,18,-6,-6,22,22,-0.7
S=C1NCN(Cc2ccco2)CN1c1cccc2ccccc12,0,-2,19,-8,-2,-1,7,16,-2.6
# Remaining list, next part
SMILES,APJ agonist,Mdm2-MdmX inh,tim10-1 inh,NLRP3 yeast inh,XBP1 UPR activ,GRIN3A LBD mod,TIM10 inh,tim23-1 inh,CHOP UPR activ
CCCCN=C(C)C1=C(O)CSC1=O,4,23,2,21,-4,-1,-17,7,0.3
Cc1cc(C)cc(-c2nc(-c3ccncc3)no2)c1,-3,-29,7,8,7,3,-4,1,4.1
COc1ccc(C(=O)N(C)Cc2ccc(C)o2)cc1OC1CCN(C(C)=O)CC1,-7,6,12,-2,-3,-1,5,1,1.1
CCCCn1c(N)c(N(CC)C(=O)c2cc(C)cc(C)c2)c(=O)[nH]c1=O,-1,0,-23,7,-2,-3,8,2,7.4
Cc1ccc(SC(C)C(=O)NCc2cccnc2)cc1 (stereo not given),-4,29,12,11,1,1,7,3,-1.3
Clc1ccc(Nc2c3c(nc4ncnn24)CCC3)cc1,-5,36,23,3,1,0,20,17,-0.6
CCSc1nnc(NC(=O)c2ccco2)s1,0,0,26,26,0,0,10,38,-1.6
O=C(c1ccco1)N1CCN(Cc2cc(=O)c(OCc3cccc(Cl)c3)co2)CC1,-2,11,-5,1,-1,0,-2,0,0.3
CCOC(=O)C1(Cc2cccc(OC)c2)CCCN(Cc2c(C)nn(C(C)C)c2C)C1 (stereo not given),0,16,13,-7,-3,-1,5,2,0.8
C1CCC2=NCCCN2CC1,0,7,13,23,-2,-1,-4,4,-2.6
Cc1cccc(OCC(=O)NNC(=O)Cn2c(=O)cnc3ccccc32)c1,-2,-1,-4,14,-2,1,1,-13,-0.1
O=C(COC(=O)c1ccc(Cl)c(S(=O)(=O)N2CCCC2)c1)NC1CCCC1,-1,10,20,6,2,0,-8,22,-0.7
COc1ccccc1OCCn1cc(/C=N/NC(=O)c2ccncc2)c2ccccc21,7,-7,25,16,0,-2,16,27,1.0
CS(=O)(=O)Nc1ccc(C(=O)NCc2ccco2)cc1,-4,9,-15,-8,1,2,-15,-2,-1.0
O=C(Cc1cccs1)NCCn1ccc2ccccc21,3,9,7,20,-5,0,-12,7,1.2
Cn1c(=O)c2c(ncn2CC(=O)N/N=C/C=C/c2ccco2)n(C)c1=O,-7,-5,11,3,0,0,6,4,-0.8
CCOC(=O)N1CCN(C(=O)c2cccc(-n3c(=S)[nH]c4cc(Cl)ccc4c3=O)c2)CC1,-5,-15,19,22,1,1,24,22,4.4
CCCCC(=O)Nc1cccc(C(=O)N/N=C/c2ccc(OC)cc2OC)c1,2,-13,8,9,-2,4,0,16,-1.9
COc1ccc(N=Nc2c(C)n[nH]c2C)cc1,-2,14,32,31,3,-1,15,34,1.7
C=CSc1sc(Cl)c(N(C)C)c1[N+](=O)[O-],-4,15,-4,6,-2,1,-8,8,0.3
O=C1Nc2cc(Cl)c(Cl)cc2N(O)N1c1ccccc1Cl,-3,1,-3,16,-1,0,-8,-10,0.2
Cc1ccc2c(N)c(C)ccc2c1,2,-7,-4,16,1,-12,3,15,-0.5
N/C(=N\OC(=O)c1ccc(Cl)cc1[N+](=O)[O-])c1cccnc1,14,-44,29,18,5,-1,21,30,6.3
CC(C)(C)c1nnc(NC(=O)c2cccnc2Cl)s1,-4,10,13,6,0,1,8,13,-1.1
N#Cc1ccsc1NC(=O)COC(=O)c1ccc2ccccc2c1,-3,-91,10,-8,-2,-2,3,10,3.9

# Two entries from above, with values under each structure:
# Below each SMILES – APJ agonist | Mdm2-MdmX inh | tim10-1 inh | NLRP3 yeast inh | XBP1 UPR activ | GRIN3A LBD mod | TIM10 inh | tim23-1 inh | CHOP UPR activ
Cc1ccc(SC(C)C(=O)NCc2cccnc2)cc1 (stereo not given)
 : -4 | 29 | 12 | 11 | 1 | 1 | 7 | 3 | -1.3
O=C(COC(=O)c1ccc(Cl)c(S(=O)(=O)N2CCCC2)c1)NC1CCCC1
 : -1 | 10 | 20 | 6 | 2 | 0 | -8 | 22 | -0.7

# Other entries.
SMILES,APJ agonist,Mdm2-MdmX inh,tim10-1 inh,NLRP3 yeast inh,XBP1 UPR activ,GRIN3A LBD mod,TIM10 inh,tim23-1 inh,CHOP UPR activ
Cc1onc(-c2ccccc2Cl)c1C(=O)N1CCN(c2cccc(Cl)c2)CC1,-1,54*,3,11,0,-1,17,3,-1.1
O=C(CCCCl)NC(=S)Nc1ccc(CN2CCOCC2)cc1,0,12,5,11,-1,-1,9,5,0.0
O=S1(=O)CCC(n2nccc2-c2ccccc2)C1 (stereo not given),-3,-27,-8,19,-2,2,-2,10,0.5
Cc1cccc(C(=O)Nc2nnc(S(=O)(=O)N(C)Cc3ccco3)s2)c1,-1,-7,19,19,-3,-9,15,28,0.4
COC(=O)c1ccccc1NC(=O)/C=C/c1ccco1,-9,-36,17,16,-2,-6,15,31,2.4
COc1ccccc1CNC(=O)[C@H](C)NC(=O)C1CCN(C(=O)[C@@H](N)CCSC)CC1,-3,35,2,-2,-2,0,-4,10,2.2
C=CCOC(=O)C1=C[C@H](c2ccc(Br)cc2)C[C@H](OCc2ccc(CO)cc2)O1,-4,-22,19,36,-2,-5,0,25,1.7
Cc1cc(C)cc(NC(=O)c2ccc3c(c2)CCN3S(C)(=O)=O)c1,0,19,14,9,4,8,13,15,3.0
Cc1nn(Cc2ccccc2Cl)c(C)c1NC(=O)CCCn1nc([N+](=O)[O-])c(Cl)c1C,-1,-3,22,15,-2,-2,21,6,-0.2
CC(Oc1ccc(F)cc1F)C(=O)/C=C/N(C)C (stereo not given),-3,-8,9,-2,1,1,-6,15,0.8
COCCNC(=S)N/N=C(\C)c1ccccc1OC,-3,-6,4,20,-2,-3,-8,11,-0.6
CC(C)Nc1ncnc2c1cnn2-c1ccccc1,0,-148,-26,58*,0,-1,-18,25,4.9
CCOC(=O)c1ccc2nc(C)c(CCC(C)=O)c(Cl)c2c1,0,-66,24,14,1,-3,18,12,5.6
CCOCCc1nn2c(=O)cc(CSCC(=O)Nc3ccccc3)nc2s1,2,0,-12,-6,-4,-1,2,6,-2.1
COc1ccc(NC(=S)N2CCC(NC(=O)c3ccccc3C)CC2)cc1,1,-11,-18,8,6,-3,-22,1,-0.7
O=C(c1ccc(Cn2ccc([N+](=O)[O-])n2)cc1)N1CCN(Cc2ccccc2)CC1,-4,-2,-8,20,-4,2,-11,16,0.3
Cc1ccc(C2CCN(C(=S)NC3CCCCC3)C2)cc1 (stereo not given),-2,-34,20,38,-1,0,23,45,2.2
CCc1ccc2c(c1)Sc1ccccc1CC2N1CCN(C)CC1 (stereo not given),-1,44,-33,33,8,-1,22,-59,3.2
Cc1ccc(NC(=O)c2ccc([N+](=O)[O-])cc2Cl)nc1,1,-76,11,10,2,0,18,9,0.8
Cc1ccc(C(=O)NCCNC(=O)c2ccccn2)cc1,1,-4,-31,12,-4,-4,-16,-8,1.2
O=c1oc(-c2cccs2)nc2sc3c(c12)CCCC3,-6,13,12,15,-1,-4,9,23,5.1
O=C(COC(=O)c1ccc(O)cc1O)Nc1cc(-c2ccccc2)nn1-c1ccccc1,3,16,-2,12,-5,25*,-64,-16,1.2
C=CCNC(=O)CSc1nc2sccc2c(=O)n1-c1ccccc1,-4,15,2,4,-5,3,8,-10,1.2
O=c1ccccn1Cc1c(F)cccc1Cl,1,-11,11,-28,1,1,6,3,2.6

# Marked active in GRIN3A LBD mod, among the entries above:
SMILES | Mdm2-MdmX inh | NLRP3 yeast inh | GRIN3A LBD mod
O=C(NC(=S)Nc1cc(-c2nc3ccccc3[nH]2)ccc1Cl)c1ccc2c(c1)OCO2 | 101* | 11 | 18*
COc1ccccc1NC(=O)Nc1nc(CC(=O)Nc2ccccc2F)cs1 | 10 | 11 | 28*
O=C(COC(=O)c1ccc(O)cc1O)Nc1cc(-c2ccccc2)nn1-c1ccccc1 | 16 | 12 | 25*
